Tcruzi prolif: inhibitors of T. cruzi proliferation | 77,000 compounds, 5.9% hits | T. cruzi beta-gal in NIH3T3, GalScreen luminescence, 90 h | inhibition, % at 8.34 µM | AID 624255;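 active = mean inhibition above about 93%, with at least 55% of replicates each passing it, limit read from the data, passing the limit was not always enough; inconclusive = only one of those two conditions holds; inactive = neither condition holds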
GASC1 inh: KDM4C (human) demethylase inhibition | Q9H3R0 | inhibition, % at 12.5 µM | GST-KDM4C 2-372, H3K9me3 peptide, LANCE TR-FRET | 96,000 compounds, 0.15% hits;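 active = mean replicate inhibition above about 25%, with at least 55% of replicates also reaching it, limit read from the data, passing the limit was not always enough; inconclusive = only one of those two conditions met; inactive = neither condition met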
Target sequence (Q9H3R0 2-372 limits assumed): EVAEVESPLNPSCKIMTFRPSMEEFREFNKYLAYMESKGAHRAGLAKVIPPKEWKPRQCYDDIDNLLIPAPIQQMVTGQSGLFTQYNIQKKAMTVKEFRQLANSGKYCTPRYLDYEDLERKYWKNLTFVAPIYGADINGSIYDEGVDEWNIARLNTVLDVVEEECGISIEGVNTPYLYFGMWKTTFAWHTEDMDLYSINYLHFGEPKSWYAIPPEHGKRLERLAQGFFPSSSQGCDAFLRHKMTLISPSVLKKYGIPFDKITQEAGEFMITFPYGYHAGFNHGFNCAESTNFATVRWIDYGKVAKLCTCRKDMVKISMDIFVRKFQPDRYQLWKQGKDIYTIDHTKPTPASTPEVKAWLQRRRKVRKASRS
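reagent = H3K9me3 peptide substrate, Fe(II), 2-oxoglutarate | system = GST-tagged GASC-1 (JMJD2C) catalytic fragment, aa 2-372 | amount = enzyme final amount 10 nM | read-out = Fall in 671/618 emission ratio as inhibition | medium = HEPES buffer, pH 7.5, plus ascorbate | schedule = 30 min reaction, 60 min detection, RT | measured by = LANCE TR-FRET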
C diff HTS: inhibitors of Clostridium difficile growth; 86,000 compounds, 0.25% hits; growth activity, negative = inhibition, % at 16 µg/mL (by protocol); Clostridium difficile clinical isolate growth, OD600, 24 h; hits give low values;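 active = mean growth activity at or below -80% and every replicate also at or below -80%; inconclusive = mean at or below -80% but some replicate above -80%; inactive = mean growth activity above -80%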;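 note: 0% = DMSO wells and -100% = levofloxacin 16 µg/mL wells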
Pf Dd2 inh: P. falciparum Dd2 growth inhibition; 94,000 compounds, 2.3% hits; activity change, % at 10 µM; SYBR Green, 72 h; hits give low values; in the data active = activity change below about -80%; inconclusive = no clear call, values can overlap the other calls
The depositor's hits bear a star; ? = inconclusive; nt = no result given; & = joins results of further samples.

| compound | Tcruzi prolif | GASC1 inh | C diff HTS | Pf Dd2 inh |
| --- | --- | --- | --- | --- |
| CCC(=O)N1CC2(C1)[C@H](c1ccc(-c3ccc(C)cc3)cc1)[C@H](CO)N2S(C)(=O)=O | nt | -2.7 | -9 | -75 |
| CN(C)C(=O)c1ccc(-c2ccccc2[C@H]2[C@@H](C#N)N(C(=O)C3CCCCC3)[C@H]2CO)cc1 | nt | -0.1 | -9 | 12 |
| C[C@H](CO)N1C[C@H](C)[C@H](CN(C)CC2CCCCC2)Oc2c(NC(=O)C3CCOCC3)cccc2C1=O | -13 | 0.9 | 16 | -1 |
| CO[C@H]1CN(C)C(=O)c2ccc(NC(C)=O)cc2OC[C@@H](C)N(Cc2cccc(F)c2)C[C@@H]1C | 63 | 5.3 | nt | nt |
| C[C@H]1CN([C@@H](C)CO)C(=O)c2cc(NS(C)(=O)=O)ccc2O[C@@H]1CN(C)S(=O)(=O)c1ccc(Cl)cc1 | -10 | 1.1 | -5 | -9 |
| CC(C)C#Cc1cnc2c(c1)C(=O)N([C@H](C)CO)C[C@@H](C)[C@@H](CN(C)S(=O)(=O)c1cn(C)cn1)O2 | 16 | -0.5 | -2 | 17 |
| CO[C@H]1CN(C)C(=O)c2cc(NC(=O)C3CC3)ccc2OC[C@@H](C)N(Cc2cncnc2)C[C@@H]1C | -2 | -1.9 | 0 | 41 |
| C[C@@H]1CN([C@H](C)CO)C(=O)Cc2cc(NS(=O)(=O)c3cccs3)ccc2O[C@H]1CN(C)S(=O)(=O)c1ccc(F)cc1 | -29 | -2.0 | -6 | 8 |
| C/C=C/c1ccc([C@@H]2[C@H](CO)N(C(=O)NCCC)[C@H]2CNC(=O)C2CCC2)cc1 | 12 | -0.3 | 3 | -16 |
| C[C@@H]1CCCCO[C@@H](CN(C)Cc2ccc(C(F)(F)F)cc2)[C@@H](C)CN([C@H](C)CO)C(=O)c2cc(NC(=O)C3CCCCC3)ccc2O1 | 70 | -1.5 | 4 | 38 |
| COc1ccc(NC(=O)N(C)C[C@@H]2Oc3ccc(NC(=O)Cc4cn(C)c5ccccc45)cc3C(=O)N([C@@H](C)CO)C[C@@H]2C)cc1 | -15 | -1.2 | -3 | -8 |
| O=C(C[C@H]1CC[C@@H](NC(=O)NC2CCCCC2)[C@@H](CO)O1)NCc1ccc(Cl)cc1 | -29 | -1.1 | -4 | -18 |
| COc1ccc(NC(=O)N2CC(=O)N3[C@@H](CO)[C@H](c4ccc(/C=C/c5ccccc5)cc4)[C@@H]3C2)cc1 | nt | -3.8 | 4 | -18 |
| Cc1ccc(S(=O)(=O)N(C)C[C@@H]2OCCCC[C@H](C)Oc3ccc(NC(=O)Nc4cccc5ccccc45)cc3C(=O)N([C@@H](C)CO)C[C@H]2C)cc1 | nt | -1.1 | 2 | -76 |
| C[C@@H]1CN([C@H](C)CO)C(=O)Cc2cc(NS(=O)(=O)c3ccc(Cl)cc3)ccc2O[C@@H]1CN(C)S(=O)(=O)c1cccs1 | 78 | -0.2 | 3 | 13 |
| C[C@@H]1CN([C@H](C)CO)C(=O)c2cc(C#Cc3ccccn3)cnc2O[C@@H]1CN(C)C(=O)c1cnccn1 | 33 | 4.0 | 0 | 20 |
| CO[C@H]1CN(C)C(=O)c2cc(NC(=O)C3CC3)ccc2OC[C@@H](C)N(C(=O)CN2CCOCC2)C[C@@H]1C | -12 | -0.2 | nt | 9 |
| COc1ccc(CN(C)C[C@@H]2Oc3ccc(NS(=O)(=O)c4cn(C)cn4)cc3CC(=O)N([C@@H](C)CO)C[C@@H]2C)cc1 | 2 | -1.5 | -2 | 5 |
| CN1[C@H](C(=O)N2CCc3ccccc3C2)[C@@H](CO)[C@@H]2Cn3c(ccc(-c4ccncc4)c3=O)[C@@H]21 | 72 | 2.8 | 3 | -9 |
| C[C@@H]1CN([C@@H](C)CO)C(=O)CCCn2nncc2CO[C@@H]1CN(C)C(=O)c1ccc2ccn(C)c2c1 | 18&-3 | 0.4 | -5 | 15&8 |
| O=C(C[C@H]1C=C[C@H](NC(=O)CCN2CCCCC2)[C@@H](CO)O1)Nc1ccc(-c2ccccc2)cc1 | -91 | 0.5 | nt | -11 |
| COc1ccc(C#Cc2cnc3c(c2)C(=O)N([C@H](C)CO)C[C@H](C)[C@H](CN(C)S(=O)(=O)c2ccc(C)cc2)O3)cc1OC | 92 | -1.4 | -5 | -85* |
| C[C@H]1CN([C@@H](C)CO)C(=O)c2cc(C#CC3CCCC3)cnc2O[C@H]1CN(C)C(=O)c1ccncc1 | nt | 1.2 | 3 | -11 |
| Cn1cnc(S(=O)(=O)N2[C@@H]3CNC[C@H]2C3c2ccc(-c3ccccc3F)cc2)c1 (stereo partly specified) | nt | -1.5&1.0 | -2&-5 | 26&29 |
| COc1ccc(CN(C)C[C@@H]2OCCCC[C@H](C)Oc3ccc(NS(=O)(=O)c4cccs4)cc3C(=O)N([C@@H](C)CO)C[C@H]2C)cc1 | 49 | 0.8 | 2 | -59 |
| COc1cccc(NC(=O)N2CC(=O)N3[C@@H](CO)[C@H](c4ccc(C5=CCCCC5)cc4)[C@@H]3C2)c1 | nt | 0.5 | -23 | -11 |
| COCC#Cc1ccc2c(c1)O[C@H](CN(C)Cc1ccccn1)[C@H](C)CN([C@@H](C)CO)S2(=O)=O | 11 | 1.9 | nt | 35 |
| CC(C)(O)C#Cc1cccc(-c2nc(C(=O)NCCCN3CCOCC3)cc3c2[C@@H](CCO)N(S(=O)C(C)(C)C)C3)c1 (stereo partly specified) | 26 | -1.5 | nt | 16 |
| COc1ccccc1NC(=O)Nc1ccc2c(c1)C(=O)N(C)C[C@H](OC)[C@H](C)CN(C)[C@H](C)CO2 | 5 | 3.4 | nt | -13 |
| CC(C)NC(=O)N(C)C[C@@H]1Oc2ncc(-c3cc4ccccc4o3)cc2C(=O)N([C@H](C)CO)C[C@@H]1C | 90 | -1.3 | -3 | -44 |

4 entries from above, with values under each structure:
Order of results – Tcruzi prolif, GASC1 inh, C diff HTS, Pf Dd2 inh
> COc1ccc(NC(=O)N(C)C[C@@H]2Oc3ccc(NC(=O)Cc4cn(C)c5ccccc45)cc3C(=O)N([C@@H](C)CO)C[C@@H]2C)cc1
 : -15, -1.2, -3, -8
> COc1ccc(NC(=O)N2CC(=O)N3[C@@H](CO)[C@H](c4ccc(/C=C/c5ccccc5)cc4)[C@@H]3C2)cc1
 : nt, -3.8, 4, -18
> CC(C)(O)C#Cc1cccc(-c2nc(C(=O)NCCCN3CCOCC3)cc3c2[C@@H](CCO)N(S(=O)C(C)(C)C)C3)c1 (stereo partly specified)
 : 26, -1.5, nt, 16
> COc1ccccc1NC(=O)Nc1ccc2c(c1)C(=O)N(C)C[C@H](OC)[C@H](C)CN(C)[C@H](C)CO2
 : 5, 3.4, nt, -13

Going on with the list.
| compound | Tcruzi prolif | GASC1 inh | C diff HTS | Pf Dd2 inh |
| --- | --- | --- | --- | --- |
| O=C(N[C@H]1C=C[C@H](CC(=O)N2CCOCC2)O[C@@H]1CO)c1ccc2c(c1)OCO2 | -1 | 1.4 | 2 | 3 |
| CCCN1C[C@H](C)[C@H](OC)CN(C)C(=O)c2ccc(NC(=O)COC)cc2OC[C@@H]1C | 8 | 0.8 | 6 | nt |
| COc1ccccc1CNC(=O)C[C@H]1CC[C@@H](NC(=O)CC2CC2)[C@@H](CO)O1 | -7 | -0.3 | 3 | 5 |
| C[C@@H]1CCCCO[C@@H](CN(C)C(=O)Nc2ccccc2)[C@H](C)CN([C@H](C)CO)C(=O)c2cc(NS(=O)(=O)c3ccc(F)cc3)ccc2O1 | 65 | 1.2 | 1 | -47 |
| C[C@@H]1CCCCO[C@H](CN(C)Cc2ccc(C(F)(F)F)cc2)[C@H](C)CN([C@H](C)CO)C(=O)c2cc(NC(=O)Nc3ccc4c(c3)OCO4)ccc2O1 | 90 | -0.3 | nt | -72 |
| C[C@@H]1CCCCO[C@@H](CN(C)C(=O)Nc2ccc3c(c2)OCO3)[C@@H](C)CN([C@H](C)CO)C(=O)c2cc(NC(=O)Nc3ccc(C(F)(F)F)cc3)ccc2O1 | 86 | 2.3 | -2 | 16 |
| C[C@@H]1CN([C@H](C)CO)C(=O)c2cc(NC(=O)Nc3ccc(F)cc3)ccc2O[C@H]1CN(C)S(=O)(=O)c1ccc(Cl)cc1 | 24 | -0.6 | -10 | 21 |
| C[C@H](CO)N1C[C@H](C)[C@@H](CN(C)CC2CCOCC2)Oc2cc(C#CC3CC3)ccc2S1(=O)=O | 77 | 1.4 | -2 | -26 |
| CN1C(=O)c2cc(NC(=O)Cc3cccs3)ccc2OC[C@H]2O[C@H](CC(=O)NCCCN3CCOCC3)CC[C@H]21 | -22 | 0.1 | 5 | 18 |
| COc1ccc(S(=O)(=O)Nc2ccc3c(c2)C(=O)N([C@H](C)CO)C[C@H](C)[C@@H](CN(C)S(=O)(=O)c2ccccc2)O3)cc1 | nt | -0.5 | 6 | -53 |
| COCCNC(=O)C[C@H]1C[C@H]2c3cc(NC(=O)C4CCC4)ccc3O[C@H]2[C@@H](CO)O1 | nt | -0.1 | 10 | 16 |
| C[C@@H]1CN([C@@H](C)CO)C(=O)c2cc(NC(=O)c3ccccc3)ccc2O[C@@H](C)CCCCO[C@H]1CN(C)C(=O)Cc1ccccc1 | 27 | 0.6 | 0 | -58 |
| COCC(=O)N(C)C[C@@H]1Oc2ncc(C#Cc3ccccc3OC)cc2C(=O)N([C@H](C)CO)C[C@H]1C | 67 | -3.1 | 2 | 6 |
| CN(C)c1ccc2c(c1)[C@H]1C[C@H](CC(=O)NCc3ccncc3)O[C@H](CO)[C@H]1O2 | 40 | 9.9 | nt | 14 |
| COc1ccc(NC(=O)Nc2cccc3c2O[C@@H](CN(C)Cc2ccc(C(=O)Nc4ccccc4N)cc2)[C@@H](C)CN([C@@H](C)CO)C3=O)cc1 | nt | 0.7 | 4 | -68 |
| CC(=O)NC[C@@H]1[C@@H](c2ccc(C3=CCCC3)cc2)[C@H](CO)N1Cc1cccnc1 | 40 | 1.7 | -1 | 15 |
| COc1ccccc1-c1ccc2n(c1=O)C[C@H]1[C@H](CO)[C@@H](C(=O)N[C@H](C)c3ccccc3)[C@@H]2N1C | 52 | -0.4 | -4 | -2 |
| O=C(NC1CCCC1)N[C@@H]1C=C[C@@H](CC(=O)N2CCOCC2)O[C@H]1CO | nt | -1.0 | 0 | -12 |
| CCCC(=O)Nc1ccc2c(c1)OC[C@H](C)N(CCc1ccccc1)C[C@H](C)[C@@H](OC)CN(C)C2=O | 70 | -0.3 | nt | nt |
| CO[C@H]1CN(C)C(=O)c2ccc(NC(=O)C3CC3)cc2OC[C@@H](C)N(Cc2ccccc2)C[C@@H]1C | 44 | 2.7 | nt | -31 |
| COc1ccc(S(=O)(=O)N(C)C[C@H]2Oc3c(NC(=O)Nc4ccc5c(c4)OCO5)cccc3C(=O)N([C@H](C)CO)C[C@H]2C)cc1 | 8 | 0.6 | -6 | -14 |
| C[C@@H]1CN([C@@H](C)CO)C(=O)c2cc(NC(=O)Cc3ccccc3)ccc2O[C@H]1CN(C)S(=O)(=O)c1ccccc1 | 31 | 1.9 | 4 | -25 |
| COc1cccc(C#Cc2ccc3c(c2)[C@H]2[C@H](CCN2S(=O)(=O)c2ccc(C)cc2)[C@H](CO)N3)c1 | nt | -9.0 | -1 | -36 |
| O=C(O)C[C@H]1C[C@@H]2c3cc(NC(=O)Nc4ccc(C(F)(F)F)cc4)ccc3O[C@@H]2[C@@H](CO)O1 | -33 | -0.4 | -2 | 21 |
| CC(=O)N1CC2(C1)[C@@H](c1ccc(-c3ccccc3C)cc1)[C@@H](CO)N2C(=O)CC1CC1 | nt | 0.6 | -9 | -1 |
| CCCNC(=O)N1[C@H](CO)[C@@H](c2ccccc2C2=CCCCC2)[C@@H]1C#N | nt | 0.4 | 9 | 2 |
| C[C@@H]1CCCCO[C@H](CN(C)Cc2ccc3c(c2)OCO3)[C@H](C)CN([C@H](C)CO)C(=O)c2cc(NC(=O)Nc3ccccc3)ccc2O1 | 114* | 5.2 | 20 | ? |
| C[C@@H]1CN([C@H](C)CO)C(=O)c2cc(C#Cc3ccc(F)cc3)cnc2O[C@H]1CN(C)CC1CCOCC1 | 28 | 1.4 | 8 | -62 |
| CCCC(=O)Nc1ccc2c(c1)C(=O)N(C)C[C@H](OC)[C@@H](C)CN(Cc1ccccc1F)[C@H](C)CO2 | 53 | 0.1 | 1 | -37 |
| CCC(=O)Nc1ccc2c(c1)C(=O)N(C)[C@H]1CC[C@H](CC(=O)O)O[C@@H]1CO2 | 1 | 0.4 | -2 | -5 |
| O=C(C[C@@H]1C=C[C@H](NC(=O)c2cccnc2)[C@@H](CO)O1)NCc1ccncn1 | nt | 0.5 | 4 | -10 |
| Cc1ccc(S(=O)(=O)N(C)C[C@H]2Oc3ccc(N(C)C)cc3C(=O)N([C@@H](C)CO)C[C@H]2C)cc1 | nt | 2.8 | -2&-11 | -14 |
| NCC[C@@H]1CC[C@@H](NC(=O)Nc2ccc(F)cc2)[C@H](CO)O1 | -62 | -0.1 | 2 | 6 |
| C[C@@H]1CN([C@@H](C)CO)C(=O)Cc2cc(NC(=O)C3CCCCC3)ccc2O[C@H]1CN(C)C | -17 | 0.1 | -4 | 40 |
